mHTT-CaM PPI inh – mutant huntingtin-calmodulin interaction inhibitors – biochemical, AlphaScreen, primary screen. P42858. AlphaScreen His-mHTT/GST-CaM binding, luminescence. inhibition, % at 15 µM. 3.6% of 190,000 active. AID 1671202, 2021;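 note: 0% = both proteins with DMSO and 100% = one protein alone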
Pf apPOL inh – Pf-apPOL inhibitors, biochemical, fluorescence; 0.25% of 210,000 active; AID 1794808, 2022; inhibition, % at 10 µM; Plasmodium falciparum apicoplast DNA polymerase (apPOL); Recombinant Pf-apPOL, molecular beacon fluorescence, 1.5 h
* marks the source's active call; other numbers are inactive results; i = inactive; nt = no result given. Cut-off read from the data, not from the text of the source: active = inhibition above about 50%; inactive = the rest. Some of the compounds tested; rates above refer to the full screens.

SMILES	mHTT-CaM PPI inh	Pf apPOL inh
Cc1ccc(-n2c3c(cc(C(=O)NCCc4c[nH]c5ccccc45)c2=O)C(=O)CC(C)(C)C3)cc1	10.5	-2.2
CCC(=O)N1CC(C(=O)Nc2ccc(F)cc2)C2(CCOCC2)C1 (configuration not stated)	-7.0	-0.7
O=C(CSc1ncccn1)OCc1cc(-c2ccco2)on1	-0.7	27.5
CCN(CC)C(=O)c1cn2ccnc(-c3ccc(F)cc3)c2n1	6.2	-4.5
O=C1C=C(c2ccccc2)OC(c2ccccc2)N1c1ccccc1 (configuration not stated)	2.0	-4.3
CC(C(=O)Nc1ccccc1C(F)(F)F)N1C(=O)c2ccccc2C1=O (configuration not stated)	-2.0	-3.8
CCn1c(CCNC(=O)c2ccc(OC)c(OC)c2)nc2ccccc21	1.0	0.5
O=C(O)Cn1cc(F)c(=O)[nH]c1=O	-8.0	-3.3
Cc1noc(COC2CCCN(C(=O)NCCc3ccccc3)C2)n1 (configuration not stated)	-13.2	-4.5
N#Cc1c(NC(=O)c2cc3ccccc3c(=O)o2)sc2c1CCCCC2	0.0	-2.0
CC(c1ccccc1)N1Cc2cc(NC(=O)C3CC3)ccc2OCC1=O (configuration not stated)	4.3	-2.8
COc1ccccc1C/C(N)=N/OC(=O)c1ccco1	i	-1.8
O=C(Nc1ccc(Cl)cc1)N1CCC(CCOc2cccnc2)CC1	-4.6	-4.6
Cc1ccc(CNS(=O)(=O)c2ccc(F)c(C(=O)Nc3ccc(F)c(Cl)c3)c2)cc1	6.0	-7.3
COCc1nc2ccccc2n1CCc1ccccc1	-8.5	-7.0

Two of the compounds above, field by field.
CC(C(=O)Nc1ccccc1C(F)(F)F)N1C(=O)c2ccccc2C1=O (configuration not stated)
  mHTT-CaM PPI inh: -2.0	Pf apPOL inh: -3.8

CCn1c(CCNC(=O)c2ccc(OC)c(OC)c2)nc2ccccc21
  mHTT-CaM PPI inh: 1.0	Pf apPOL inh: 0.5

Next section.
SMILES	mHTT-CaM PPI inh	Pf apPOL inh
CCC(=O)Nc1ccc(NC(=O)CC)cc1	0.5	-6.5
Cc1ccccc1C(=O)Nc1cnc(N2CCCCCC2)nc1	-3.6	-2.4
Cc1ccc(C2CCCN2C(=O)NCCC(C)C)cc1 (configuration not stated)	1.8	0.5
COc1cccc(C(=O)Nc2ccc(-c3nc4ccccc4s3)cc2)c1	-7.0	0.8
COc1cc(C2=NOC(C(=O)Nc3cc(C)on3)C2)cc(OC)c1OC (configuration not stated)	-8.1	0.2
Brc1cccc(OCCCCN2CCCCC2)c1	-1.1	-2.4
CCCCOc1ccc(C(=O)N2CC(C(=O)NC)C3(CCCC3)C2)cc1 (configuration not stated)	-1.7	-6.5
COCCCn1cc(CN2CC(N3CCN(C4CCN(C)CC4)CC3)CS2(=O)=O)nn1 (configuration not stated)	-14.5	-2.4
COc1ccccc1NC(=O)N1CCC(CNC(=O)C(=O)Nc2cccnc2)CC1	-8.9	-5.6
Cc1ncc2c(NCCc3ccccn3)nccn12	18.6	-17.1
COc1ccc2nc(C(=O)NCc3ccccc3C)cn2n1	0.5	-0.2
COc1ccccc1NC(=O)C1=C(C)Nc2nnnn2C1c1ccccc1F (configuration not stated)	5.0	-2.5
CC(=O)Nc1ccc(S(=O)(=O)Nc2ccc(C(C)C)cc2)cc1	-4.3	-0.2
O=C1OC(c2ccccc2)=N/C1=C\c1ccc(I)o1	6.0	2.6
CC1=C(C(N)=O)C(c2ccccc2Cl)N2C(=O)CSC2=N1 (configuration not stated)	-2.3	1.8

A different layout for some results above:
| Compound | mHTT-CaM PPI inh | Pf apPOL inh |
| --- | --- | --- |
| Cc1ccc(-n2c3c(cc(C(=O)NCCc4c[nH]c5ccccc45)c2=O)C(=O)CC(C)(C)C3)cc1 | 10.5 | -2.2 |
| CCC(=O)N1CC(C(=O)Nc2ccc(F)cc2)C2(CCOCC2)C1 (configuration not stated) | -7.0 | -0.7 |
| O=C(CSc1ncccn1)OCc1cc(-c2ccco2)on1 | -0.7 | 27.5 |
| CCN(CC)C(=O)c1cn2ccnc(-c3ccc(F)cc3)c2n1 | 6.2 | -4.5 |
| O=C1C=C(c2ccccc2)OC(c2ccccc2)N1c1ccccc1 (configuration not stated) | 2.0 | -4.3 |
| CC(C(=O)Nc1ccccc1C(F)(F)F)N1C(=O)c2ccccc2C1=O (configuration not stated) | -2.0 | -3.8 |
| CCn1c(CCNC(=O)c2ccc(OC)c(OC)c2)nc2ccccc21 | 1.0 | 0.5 |
| O=C(O)Cn1cc(F)c(=O)[nH]c1=O | -8.0 | -3.3 |
| Cc1noc(COC2CCCN(C(=O)NCCc3ccccc3)C2)n1 (configuration not stated) | -13.2 | -4.5 |
| N#Cc1c(NC(=O)c2cc3ccccc3c(=O)o2)sc2c1CCCCC2 | 0.0 | -2.0 |
| CC(c1ccccc1)N1Cc2cc(NC(=O)C3CC3)ccc2OCC1=O (configuration not stated) | 4.3 | -2.8 |
| COc1ccccc1C/C(N)=N/OC(=O)c1ccco1 | i | -1.8 |
| O=C(Nc1ccc(Cl)cc1)N1CCC(CCOc2cccnc2)CC1 | -4.6 | -4.6 |
| Cc1ccc(CNS(=O)(=O)c2ccc(F)c(C(=O)Nc3ccc(F)c(Cl)c3)c2)cc1 | 6.0 | -7.3 |
| COCc1nc2ccccc2n1CCc1ccccc1 | -8.5 | -7.0 |
| CCC(=O)Nc1ccc(NC(=O)CC)cc1 | 0.5 | -6.5 |
| Cc1ccccc1C(=O)Nc1cnc(N2CCCCCC2)nc1 | -3.6 | -2.4 |
| Cc1ccc(C2CCCN2C(=O)NCCC(C)C)cc1 (configuration not stated) | 1.8 | 0.5 |
| COc1cccc(C(=O)Nc2ccc(-c3nc4ccccc4s3)cc2)c1 | -7.0 | 0.8 |
| COc1cc(C2=NOC(C(=O)Nc3cc(C)on3)C2)cc(OC)c1OC (configuration not stated) | -8.1 | 0.2 |
| Brc1cccc(OCCCCN2CCCCC2)c1 | -1.1 | -2.4 |
| CCCCOc1ccc(C(=O)N2CC(C(=O)NC)C3(CCCC3)C2)cc1 (configuration not stated) | -1.7 | -6.5 |
| COCCCn1cc(CN2CC(N3CCN(C4CCN(C)CC4)CC3)CS2(=O)=O)nn1 (configuration not stated) | -14.5 | -2.4 |
| COc1ccccc1NC(=O)N1CCC(CNC(=O)C(=O)Nc2cccnc2)CC1 | -8.9 | -5.6 |
| Cc1ncc2c(NCCc3ccccn3)nccn12 | 18.6 | -17.1 |
| COc1ccc2nc(C(=O)NCc3ccccc3C)cn2n1 | 0.5 | -0.2 |
| COc1ccccc1NC(=O)C1=C(C)Nc2nnnn2C1c1ccccc1F (configuration not stated) | 5.0 | -2.5 |
| CC(=O)Nc1ccc(S(=O)(=O)Nc2ccc(C(C)C)cc2)cc1 | -4.3 | -0.2 |

Next section
SMILES	mHTT-CaM PPI inh	Pf apPOL inh
CC(=O)N1CCc2cc(N3CC(C(=O)Nc4ccccc4F)CC3=O)ccc21 (configuration not stated)	0.1	-3.7
CCc1cc(CC)c(/C=N/O)c(CC)c1/C=N\O	-1.9	nt
Cc1cc(C)n(-c2nc(-c3ccco3)cc(C(F)(F)F)n2)n1	-3.0	-10.3
Cc1cc(C(=O)O)c(C)n1Cc1cccs1	nt	-2.4
O=C(NCCc1ccc(Cl)cc1)C1CC(=O)N(CCc2ccccc2)C1 (configuration not stated)	2.1	-1.5
CCc1nnc(NC(=O)c2c[nH]c3c(Cl)cccc3c2=O)s1	-15.2	-4.5
CC(=O)C1=C(C)NC(SCC(=O)c2cccc([N+](=O)[O-])c2)=C(C#N)C1c1cccs1 (configuration not stated)	48.7	-15.5
CC(=O)Nn1nc2cc3nnnc3cc2[nH]1	7.8	-8.1
CC(C)Cc1nnc(NC(=O)c2ccccc2I)s1	-6.1	-3.2
CC(C)NC(=O)c1csc(COc2ccc(Cl)cc2)n1	-5.4	-9.0
COc1ccc(OCC(=O)Nc2cc(OC)c(Cl)cc2OC)cc1	0.8	4.6
CCOc1ccc(-n2c(SCC(=O)O)nc3sc4c(c3c2=O)CCCC4)cc1	3.8	-10.1
COc1ccc(-c2cc(-c3ccc(F)cc3)nc(N3CCOCC3)n2)cc1	-17.3	3.4
O=C1c2ccc(-c3nc4ccccc4c(=O)o3)cc2C(=O)N1C1CCCCC1	3.0	-23.8
Cc1cccc(N2CCN(C(=O)Cc3ccccc3)C(C)C2=O)c1C (configuration not stated)	0.7	-4.0
Cc1nn2c(CNC(=O)c3cc(F)cc(F)c3)c(C)nc2s1	-3.8	-4.5
Cc1ccc(N2C(=O)CSC2c2ccc(C(C)C)cc2)cc1 (configuration not stated)	-5.0	0.1
CC1Cc2ccccc2N1C(=O)Cc1cc(-c2ccco2)on1 (configuration not stated)	-0.2	-3.3
COC(=O)c1cnc2nc(C)ccc2c1Nc1ccc(C)c(Cl)c1	77.7*	-0.4
Cn1c(=O)c(-c2nc(-c3ccccc3Cl)no2)c(O)c2ccccc21	-3.6	4.7
O=c1[nH]cc(-n2c(=O)c3ccccc3c3ccccc3c2=O)c(=O)[nH]1	-3.0	-3.7
COc1ccc(NS(=O)(=O)c2ccc(N3C(=O)CCC3=O)cc2)c(OC)c1	-10.9	0.0
Cc1cccnc1NC(=O)Cn1nc(C)c([N+](=O)[O-])c1C	-1.0	-5.5
Cc1ccc(C2=NN(C(=O)CN3CCOCC3)C(c3ccc(C)cc3)C2)cc1 (configuration not stated)	62.3*	-6.3
Cc1ccc2c(c1)NN=C(C(=O)N1CCCC1)S2(=O)=O	3.9	2.2
O=C(NCc1cccs1)c1ccc(S(=O)(=O)NCc2ccc3c(c2)OCO3)o1	-8.7	-8.2
NC(=NOC(=O)c1sccc1Cl)c1ccc(Cl)cc1	nt	-2.5
CC(CNc1ccccc1)C(=Nc1ccccc1)Nc1ccccc1 (configuration not stated)	nt	-0.7
N#Cc1cc2c(nc1SCc1ccncc1)CCC2	-5.6	nt
O=C(O)c1nnn(-c2ccc(C(F)(F)F)cc2)c1C(F)(F)F	-3.2	4.0
Cc1ccc(C)c(C(=O)Nc2ccc3c(c2)CCC(=O)N3)c1	-5.0	0.7
Clc1ccc(-c2ccc3c4ccccc4cc-3o2)cc1	nt	-6.1
CC(C)(C)c1ccc(Oc2cc3c(cc2[N+](=O)[O-])C(=O)NC3=O)cc1	nt	0.1
CCc1nc(C2CCCN(C(=O)c3cccs3)C2)n[nH]1 (configuration not stated)	-12.1	8.1
COc1ccccc1N(CC(=O)Nc1ccc2c(c1)OCO2)S(C)(=O)=O	5.1	-5.3
Cc1ccc(-n2nc3c(c2NC(=O)C(C)(C)C)CS(=O)(=O)C3)cc1	-5.0	-5.3
CCN(CC)C(=O)Cn1c(-c2ccc(C)cc2)nc2c(c1=O)CCN(Cc1ccccc1)C2	6.3	-4.9
Cc1noc(-c2cccn3c(=O)n(Cc4c(C)noc4C)nc23)n1	-10.0	-3.7
Cc1c(Cl)cccc1NS(=O)(=O)c1cc2c(s1)CCN(C(=O)C1CCC1)C2	50.6*	-2.7
Cc1cc(C)nc(NC2=NCC(=O)N2c2ccc(Cl)cc2Cl)n1	0.0	0.9
O=C(CCn1c(=O)[nH]c2ccsc2c1=O)N1CC(=O)N(CCc2ccccc2)C(=O)C1	9.0	0.5
NC(=O)C1=CCc2ccccc21	nt	-2.8
CCOc1ccc(C2Sc3ccccc3NC3=C2C(=O)OC3)cc1 (configuration not stated)	4.0	-9.8
CCn1nccc1C(=O)N1CCC(c2noc(N)c2C)CC1	-4.2	-1.1
CSc1nsc(SC)c1C(=O)Nc1ccc(Br)cc1	2.0	-0.9
COCCCNC(=O)c1cc(-c2ccc(F)cc2)c[nH]1	-1.8	-35.5
COc1ccc(Cc2nnc(SC)[nH]c2=O)cc1	1.0	-0.4
COc1ccc([N+](=O)[O-])cc1NC(=O)c1cc(-c2ccccc2)nc2ccccc12	2.2	-0.6
Cc1cc(Br)c(NS(=O)(=O)c2ccc3[nH]c(=O)[nH]c3c2)cc1C	0.0	5.0
COc1ccc(OC)c(C2SCCN2S(=O)(=O)c2cccc(C(F)(F)F)c2)c1 (configuration not stated)	-7.0	1.9
Cc1cc(NC(=O)c2cc(C)oc2C)n(-c2nc3c(F)cccc3s2)n1	-12.3	-4.3
COc1ccc(N2COc3ccc4c(c3C2)OC(=Cc2ccc(OC)c(OC)c2)C4=O)c(OC)c1	-3.3	-4.6
O=S(=O)(Cc1c(F)cccc1Cl)N1CCC(CN2CCCCCC2)CC1	-2.5	2.2
Cc1cccc(NC(=O)CCCc2ccccc2)c1C	0.4	-2.9
O=C(O)c1cc(NS(=O)(=O)c2ccc3c(c2)OCCO3)cc(C(=O)O)c1	4.1	-4.0
O=C([C@@H]1CC=C[C@@H]2CCN(C3CC3)C(=O)[C@@H]21)N1CCOCC1	-4.8	0.0
COc1ccc(CC(=O)N2CCCC2c2ccc(C)cc2)cc1OC (configuration not stated)	10.3	-7.3
CCc1ccc(NC(=O)C2Oc3ccccc3NC2=O)cc1 (configuration not stated)	-5.4	-0.8
O=C(Nc1cc(Cl)c(Cl)cc1Cl)c1ccccc1F	1.2	-4.7
Cc1ccc(C2C3=C(Nc4ncnn42)c2ccccc2OC3c2ccc(F)cc2)cc1 (configuration not stated)	51.0*	-5.0
Carrying on:
SMILES	mHTT-CaM PPI inh	Pf apPOL inh
CCN(CC)C(=O)c1c[nH]c2ccc(S(=O)(=O)Nc3cccc(Cl)c3C)cc2c1=O	7.0	-13.7
COc1ccc(C(=O)NCc2nnc(SCC(=O)N3CCc4ccccc43)o2)cc1OC	2.0	5.9
CCOc1ccc(NC(=O)C2CCN(c3ncnc4c3nc3n4CCCCC3)CC2)cc1	6.0	21.3
Cc1ccc(C(=O)Nc2ccn(Cc3ccc(F)cc3)n2)o1	3.0	-4.4
CC(C)(C)NC(=O)c1cc(-c2cccnc2)n[nH]1	-2.9	-0.8

Bioassay records deposited in PubChem by University of Kansas High Throughput Screening Laboratory.
